DENV2 CPE – inhibitors of DENV2 cytopathic effect, primary screen, cell-based, plate reader, single concentration; DENV2-infected cells, cytopathic effect rescue; CPE inhibition, % at 9.99 µM; 350,000 compounds, 1.7% hits; in the data active = CPE inhibition above about 20%, passing the limit was not always enough; inconclusive = no clear call, values can overlap the other calls; tested in BHK-21 cells;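 note: 0% = median of neutral control wells and 100% = median of positive control wells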
SIRT5 block – SIRT5 desuccinylase inhibitors, primary screen, biochemical, fluorescence imaging, single point, set 5; AID 652115, 2013; inhibition, % at 15 µM; 330,000 compounds, 1.1% hits; Purified SirT5, succinyl-peptide AMC, trypsin-coupled fluorescence; in the data active = inhibition above about 15%; inconclusive = no clear call, values can overlap the other calls
Target sequence (Q9NXA8 whole entry, looked up): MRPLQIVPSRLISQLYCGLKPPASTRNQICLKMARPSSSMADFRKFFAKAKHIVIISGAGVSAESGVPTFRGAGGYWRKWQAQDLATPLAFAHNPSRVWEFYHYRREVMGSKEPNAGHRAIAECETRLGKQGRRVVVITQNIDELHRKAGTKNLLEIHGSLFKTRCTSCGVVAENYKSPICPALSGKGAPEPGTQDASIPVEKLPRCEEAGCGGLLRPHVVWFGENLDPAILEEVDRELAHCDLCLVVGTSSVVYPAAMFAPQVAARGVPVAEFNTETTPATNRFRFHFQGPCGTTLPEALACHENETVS
EWS-Fli inh – EWS/Fli-driven NR0B1 reporter inhibitors, primary screen, A673 cells, NR0B1 luciferase, luminescence, MLPCN library | inhibition, % at 12.6 µM | 350,000 compounds, 0.67% hits | viability-normalised;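 active = mean inhibition of at least 50% after viability correction, with every replicate also passing that limit; inconclusive = mean reaches 50% but only one of two replicates passes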;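 note: firefly luciferase signal divided by Alamar Blue viability fluorescence both relative to DMSO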
ARNT-TACC3 inh – disruptors of ARNT/TACC3 protein interaction, primary screen, biochemical, AlphaScreen, single concentration; Transforming acidic coiled-coil-containing protein 3 (Homo sapiens), Q9Y6A5; AlphaScreen His-ARNT PAS-B/GST-TACC3 binding, luminescence; TACC3 fragment carries E629A point mutation; inhibition, % at 9.99 µM; 390,000 compounds, 0.66% hits;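 active = mean inhibition of replicates at least 50% and at least half of replicates each reaching 50%; inconclusive = half or more replicates reach 50% but mean below 50%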;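 note: 0% = complete ARNT plus TACC3 wells and 100% = ARNT alone without TACC3; many hits fall short of the cut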
CASP6 VEID inh – human caspase-6 inhibitors, primary screen, biochemical, VEID-R110 fluorescence, single point, set 2; P55212; 350,000 compounds, 0.53% hits; AID 686996, 2013; purified caspase-6, Z-VEID-R110 cleavage fluorescence; inhibition, % at 12.5 µM;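 active = mean inhibition across replicates at least about 35%, with every replicate also reaching that limit, limit read from the data; inconclusive = only one of the two criteria met; inactive = neither criterion met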;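 note: 0% = median of neutral control wells and 100% = no fluorescence left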
Target sequence (P55212 24-179 limits assumed): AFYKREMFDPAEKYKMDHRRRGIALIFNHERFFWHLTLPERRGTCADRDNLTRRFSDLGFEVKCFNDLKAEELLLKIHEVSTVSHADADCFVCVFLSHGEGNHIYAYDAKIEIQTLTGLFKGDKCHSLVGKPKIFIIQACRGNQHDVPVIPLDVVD
Target sequence (P55212 194-293 limits assumed): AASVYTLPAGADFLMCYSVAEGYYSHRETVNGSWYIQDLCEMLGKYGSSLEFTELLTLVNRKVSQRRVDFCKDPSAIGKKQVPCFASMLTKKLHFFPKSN
PAX8 inh HTS – inhibitors of PAX8-driven TPO luciferase reporter, primary screen, RMG-I cells, single concentration; SteadyGlo, 24 h; inhibition, % at 12.6 µM; 360,000 compounds, 1.2% hits; AID 652154, 2013;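 active = mean replicate inhibition at least 60% with every replicate also reaching 60%; inconclusive = only one of the two criteria is met; inactive = mean below 60% and not all replicates reaching 60%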;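 note: luciferase light reporting Pax8 driven TPO promoter activity; plate controls were median of neutral control wells for no effect and mitoxantrone controls for full effect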
LGR2 antag – inhibitors of bursicon-induced LGR2 CRE-luciferase signal, primary screen, cell-based, HEK293, CRE-luciferase reporter, bursicon stimulation | Drosophila bursicon receptor LGR2 (rickets) | bursicon-stimulated, 4 h | inhibition, % at 9.99 µM | 380,000 compounds, 0.35% hits;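 active = drop in luminescence signal, shown as inhibition above about 50% in the replicate tests, limit read from the data, passing the limit was not always enough; inconclusive = probably only some replicates passing the limit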;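 note: agonist challenge used bursicon conditioned medium at about half maximal strength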
* hit, by the source's call; ? = inconclusive; nt = not tested or not shown; & = joins results of further samples.

SMILES	DENV2 CPE	SIRT5 block	EWS-Fli inh	ARNT-TACC3 inh	CASP6 VEID inh	PAX8 inh HTS	LGR2 antag
CSc1ccc(CNCCCSc2ncccn2)cc1	3	-2	7	16	-34	4	-6
CCc1ccc(-c2cc3c(=O)n(CC(=O)N4CCCC4)nc(C)n3n2)cc1	7	1	nt	2	0	7	5
N#C[C@H]1[C@@H](c2ccc(C3=CCCC3)cc2)[C@H](CO)N1c1nc(-c2ccccc2)cs1	-8	-6	2	nt	1	nt	1
O=C(c1ccc(Cl)c(S(=O)(=O)N2CCCCCC2)c1)N1CCCC(C(F)(F)F)C1 (stereo not given)	-5	-6	14	32	-129	-19	8
CC(C)c1ccc(/C=C/C(=O)NCCCN2CCOCC2)cc1	-7	-3	-2	nt	-4	-13	12
O=C(Nc1ccc(OC(F)(F)F)cc1)c1ccc2nc[nH]c2c1	10	-1	-39	-4	1	-28	-41
COc1ccc(NC(=O)Nc2ccc3c(c2)C(=O)N([C@@H](C)CO)C[C@@H](C)[C@H](CN(C)C(=O)NC(C)C)OCCCC[C@@H](C)O3)cc1	12	-1	14	-8	-2	-3	-3
O=C1c2ccccc2-c2ncnc3c(N4CCOCC4)cc(N4CCOCC4)c1c23	0	1	-29	12	3	-3	-10
CC(=O)c1cc(C#N)c(N2CCOCC2)nc1C	6	-3	9	-9	-1	12	-1
CCCCc1c(-c2cccc(Cl)c2)ncn1CCc1ccccc1OC	8	-5	25	nt	-1	20	32
O=C(c1cccnc1)N1CC(=O)N2[C@H](C1)[C@H](c1ccc(-c3ccccc3F)cc1)[C@@H]2CO	-2	-2	-4	nt	0	-6	0
C/C=C/c1cnc2c(c1)C(=O)N([C@@H](C)CO)C[C@@H](C)[C@H](CN(C)S(=O)(=O)c1ccc(F)cc1)O2	?	-6	-1	1	1	nt	3
O=C(CCc1nc2ccccc2s1)OCc1ccccc1	nt	nt	nt	-13	nt	4	-24
COc1ccc(S(=O)(=O)N(C(C)=O)c2ccc(OC(C)=O)c3ccccc23)cc1[N+](=O)[O-]	-4	-5	2	-6	21	21	6
Cc1noc(C)c1S(=O)(=O)Nc1ccc2c(c1)CC(=O)N([C@H](C)CO)C[C@@H](C)[C@@H](CN(C)CC1CC1)O2	-4	1	-1	-2	0	nt	11
C[C@@H]1CN([C@@H](C)CO)C(=O)c2cc(N(C)C)ccc2O[C@@H](C)CCCCO[C@H]1CN(C)Cc1ccncc1	0	0	-1	-8	1	-12	-6
O=C(COc1ccccc1[N+](=O)[O-])N/N=C/c1ccc(O)cc1	nt	nt	-11	7	nt	-12	0
COc1ccc(NCc2ccc(OC)c(Cn3ccnc3)c2)c(OC)c1	6	0	5	26	-1	17	-5
CC(C)NC(=O)N1[C@@H](CO)[C@H](c2ccccc2)[C@@H]1CN(C)C(=O)c1cccnc1	-9	nt	1	-9	nt	-12	1
O=c1[nH]c2ccccc2cc1CN(Cc1ccco1)S(=O)(=O)c1ccccc1	14	1	2	-6	8	1	10
C[C@@H]1CN([C@H](C)CO)S(=O)(=O)c2ccc(C#Cc3ccccn3)cc2O[C@@H]1CN(C)Cc1ccc(F)cc1	1	7	6	-7	-1	14	14
O=C(Cc1ccccc1)NN1C(=O)C2C3C=CC(C4CC34)C2C1=O (stereo not given)	nt	nt	nt	-6	nt	-1	-3
CO[C@H]1CN(C)C(=O)c2ccc(NC(C)=O)cc2OC[C@@H](C)N(C(=O)C2CCC2)C[C@@H]1C	9	-1	-7	2	-2	5	-3
COC(=O)[C@H](CC(C)C)NC(=O)NCCC1=CCCCC1	-2	1	2	-3	0	14	2
O=C(C1=C[C@H](c2csc3ccccc23)C[C@H](OCc2ccc(CO)cc2)O1)N1CCOCC1	7&-15	-4&0	1&9	2	-2&0	2&17	-10
Cc1cccc(C)c1OCc1cc(C(=O)NC2CCC(O)CC2)no1 (stereo not given)	-6	-1	nt	1	-1	-26	-12
N=C1C(c2nc3ccccc3[nH]2)=C(O)CN1NC(=O)c1c[nH]c2ccccc12	-9	-3	9	5	2	22	17
CO[C@@H]1CN(C)C(=O)c2cc(NS(=O)(=O)c3cn(C)cn3)ccc2OC[C@H](C)N(CC2CC2)C[C@@H]1C	1	0	1	1	5	nt	12
COc1ccccc1N1CCN(CC(O)c2c(C)[nH]c3ccccc23)CC1 (stereo not given)	-6	-2	11	2	-5	18	-11
CC(OC(=O)c1nccnc1N)C(=O)Nc1ccc(S(=O)(=O)N2CCCC2)cc1 (stereo not given)	-8	-41	2	2	3	9	15
C[C@@H]1CN([C@H](C)CO)C(=O)Cc2cc(NC(=O)CCN3CCOCC3)ccc2O[C@@H]1CN(C)C(=O)Nc1ccc(C(F)(F)F)cc1	?	-8	5	-7	0	nt	-3
CCN(CC)S(=O)(=O)c1ccc(N2CC(C(=O)NCc3cccnc3)CC2=O)cc1 (stereo not given)	-1	-4	8	0	-2	-24	-8
O=C(CCSCCC(=O)NN=Cc1cccc(Cl)c1)NN=Cc1cccc(Cl)c1	-8	nt	0	4	6	4	13
COc1ccc([N+](=O)[O-])cc1NCc1cccnc1	9	-7	3	2	nt	20	-17
COc1ccc(NC(=O)N(C)C[C@H]2Oc3ccc(NC(=O)Nc4ccc(C(F)(F)F)cc4)cc3C(=O)N([C@@H](C)CO)C[C@@H]2C)cc1	9	nt	2	-3	nt	-6	4
CCC1(c2ccccc2)NC(=O)N(CC(=O)Nc2ccccc2N2CCCCC2)C1=O (stereo not given)	-7	-4	8	5	-10	14	9
CS(=O)(=O)Nc1ccc2c(c1)[C@H]1C[C@H](CC(=O)O)O[C@H](CO)[C@H]1O2	-1	9	nt	nt	-2	-5	-3
CSCCC1NC(=O)C(C(C)=NNC(N)=O)=C1O (stereo not given)	9	nt	4	74*	-1	-2	-5
Cc1cc(Nc2cccc(F)c2)nc(NCc2ccccc2)n1	7	-3	-1	-5	2	10	16
CCC(C)N(C(=O)COc1ccc(Br)cc1C=O)C1CCS(=O)(=O)C1 (stereo not given)	-5	2	5	0	-5	8	5
O=C(C1CCCC1)N1CC(=O)N2[C@H](C1)[C@@H](c1ccc(-c3cccnc3)cc1)[C@@H]2CO	-7	1	5	nt	0	nt	-2
Cc1nnc(C)n1/N=C/c1ccc(C(=O)O)cc1	nt	-4	nt	3	2	-1	-13
COc1ccc2[nH]c(=O)c(CN(Cc3cccnc3)C(=S)NCC3CCCO3)cc2c1 (stereo not given)	3	nt	9	0	4	3	12
Cc1cc(NC(=O)c2ccccc2F)on1	11	-2	-29	nt	1	-73	-4
O=C(COc1ccc(-c2ccccc2)cc1)N1CCN(C(=O)c2cccs2)CC1	10	-8	15	-3	3	21	11
Cc1[nH]c2ccccc2c1CC(=O)Nc1ccc(Nc2cccnc2)c(-c2cc(F)cc(F)c2)c1	?	nt	14	nt	0	30	10
C[C@@H]1CN([C@H](C)CO)C(=O)c2cc(NS(=O)(=O)c3ccc(Cl)cc3)ccc2O[C@H]1CN(C)S(=O)(=O)c1ccc(F)cc1	-7	6	3	nt	-9	-23	2
Cc1nc2ccccc2nc1OCc1cccc([N+](=O)[O-])c1	3	1	-17	-2	0	22	-12
N#CCc1ccc(OC(=O)Nc2ccccc2)cc1	-3	-2	-29	8	-3	-21	-2
COc1ccc(-n2nnc3c(=O)n(CC(=O)N4CCCc5ccccc54)cnc32)cc1	-5	-15	-1	-1	-2	-3	nt
CCc1ccc(C(=O)NNc2ccc(Cl)cc2)cc1	0	-2	-15	-7	-3	-17	nt
CCCCCC1CC(COc2ccccc2)OC1=O (stereo not given)	-3	-2	5	-8	0	-10	2
CCCNC(=O)C[C@@H]1CC[C@@H]2[C@@H](COc3ccc(NC(=O)c4ccc(C(F)(F)F)cc4)cc3C(=O)N2C)O1	nt	nt	1	nt	nt	2	-20
Cc1cc(C)n(CC(=O)c2cccc([N+](=O)[O-])c2)n1	-1	-1	-4	-4	0	-73	4
CCOc1cc(Br)c(C=O)cc1OCC	-4	-1	5	16	13	14	-1
CC(NC(=O)CN1CCN(Cc2cccc(F)c2)CC1)c1ccccc1 (stereo not given)	1	-1	-5	-8	-2	5	18
CCN1C[C@@H]2[C@@H]3C(=O)N(C)C(=O)[C@@H]3[C@](C)(C1=O)N2C(=O)c1ccc(Cl)c(Cl)c1	?	nt	-6	nt	3	-3	-8
Cc1c(Cl)cccc1-n1c(SCC(=O)N2CCC(C(=O)O)CC2)nnc1-c1ccncc1	-6	-1	-68	-9	1	13	-17
CO[C@@H](CN(C)S(=O)(=O)c1ccc(Cl)cc1)[C@@H](C)CN(Cc1ccccc1Cl)[C@@H](C)CO	-1	-1	5	-5	-1	nt	-8
NC(=O)[C@@H]1CCOc2c(I)cc([N+](=O)[O-])cc2C(=O)N[C@@H](CO)C(=O)NCC(=O)N1	-8	0	0	-1	3	-6	6

Remaining list, next part:
SMILES	DENV2 CPE	SIRT5 block	EWS-Fli inh	ARNT-TACC3 inh	CASP6 VEID inh	PAX8 inh HTS	LGR2 antag
O=C(NC1=NCCS1)c1sc2ccccc2c1Cl	9	-1	-79	-5	-4	nt	-33
CCN(CC)S(=O)(=O)c1ccc(Cl)c(C(=O)Nc2cccnc2)c1	-3	1	9	-4	0	2	5
CC(C)NC(=O)Nc1cccc2c1O[C@@H](CN(C)C)[C@@H](C)CN([C@@H](C)CO)C2=O	12	2	nt	23	-11	-8	25
COc1ccc(N2CCN(CCCn3cnc4c(OC)ncnc43)CC2)cc1	15	-1	-4	nt	1	0	10
COc1ccc(CC(NC(C)=O)C(=O)NC2CCN(C(=O)c3cc(OC)c(OC)c(OC)c3)CC2)cc1 (stereo not given)	3	nt	8	-1	0	5	4

In the list so far, 10 have a Cl atom.
SMILES	DENV2 CPE	SIRT5 block	EWS-Fli inh	ARNT-TACC3 inh	CASP6 VEID inh	PAX8 inh HTS	LGR2 antag
O=C(c1ccc(Cl)c(S(=O)(=O)N2CCCCCC2)c1)N1CCCC(C(F)(F)F)C1 (stereo not given)	-5	-6	14	32	-129	-19	8
CCCCc1c(-c2cccc(Cl)c2)ncn1CCc1ccccc1OC	8	-5	25	nt	-1	20	32
O=C(CCSCCC(=O)NN=Cc1cccc(Cl)c1)NN=Cc1cccc(Cl)c1	-8	nt	0	4	6	4	13
C[C@@H]1CN([C@H](C)CO)C(=O)c2cc(NS(=O)(=O)c3ccc(Cl)cc3)ccc2O[C@H]1CN(C)S(=O)(=O)c1ccc(F)cc1	-7	6	3	nt	-9	-23	2
CCc1ccc(C(=O)NNc2ccc(Cl)cc2)cc1	0	-2	-15	-7	-3	-17	nt
CCN1C[C@@H]2[C@@H]3C(=O)N(C)C(=O)[C@@H]3[C@](C)(C1=O)N2C(=O)c1ccc(Cl)c(Cl)c1	?	nt	-6	nt	3	-3	-8
Cc1c(Cl)cccc1-n1c(SCC(=O)N2CCC(C(=O)O)CC2)nnc1-c1ccncc1	-6	-1	-68	-9	1	13	-17
CO[C@@H](CN(C)S(=O)(=O)c1ccc(Cl)cc1)[C@@H](C)CN(Cc1ccccc1Cl)[C@@H](C)CO	-1	-1	5	-5	-1	nt	-8
O=C(NC1=NCCS1)c1sc2ccccc2c1Cl	9	-1	-79	-5	-4	nt	-33
CCN(CC)S(=O)(=O)c1ccc(Cl)c(C(=O)Nc2cccnc2)c1	-3	1	9	-4	0	2	5

Compound activity (PubChem)
